VLA-4 inh: inhibition in human VLA-4 binding assay, primary screen, VLA-4 allosteric modulator project, MLPCN library, flow cytometry, VLA-4 expressing cells; Integrin alpha-4 (Homo sapiens), P13612; ligand binding flow cytometry; inhibition, % (about 7 µM as worked out from the volumes in the protocol); actives 0.2% (n = 330,000); AID 2557, 2010; in the data active means inhibition above about 50%
PP5 inh: PP5 phosphatase inhibitors, primary screen, biochemical, fluorescence | Serine/threonine-protein phosphatase 5 (Homo sapiens), P53041 | purified PP5c, OMFP substrate fluorescence | inhibition, % at 6.7 µM | actives 0.18% (n = 320,000) | AID 1987, 2009;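 active means inhibition above the campaign's mean inhibition across all tested compounds plus 3 SD, cut at about 9.5% in these data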;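 further: 0% = DMSO only and 100% = 100 µM cantharidin control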
GRK2 aptamer HTS: compounds blocking aptamer binding on GRK2 – biochemical, human GRK2, bead flow cytometry, HTS, primary screen; FAM-aptamer displacement from GRK2; inhibition of aptamer binding, % at 10 µM; AID 488847, 2010; actives 0.59% (n = 330,000); Beta-adrenergic receptor kinase 1 (Homo sapiens), P25098;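 active means inhibition of aptamer binding above 40%, roughly 3 SD of noise, on plates passing a quality check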;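 further: median bead fluorescence of bound FAM aptamer so fluorescent compounds give negative values; no value below 0 was filed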
PP1 inh: PP1-alpha phosphatase inhibitors, primary screen, counter-screen for PP5 inhibitor project, biochemical, fluorescence, OMFP substrate, single point; Serine/threonine-protein phosphatase PP1-alpha catalytic subunit (Homo sapiens), P62136; AID 2235, 2010; actives 0.9% (n = 320,000); purified PP1alpha; inhibition, % at 6.7 µM;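 active means inhibition above the mean inhibition of all tested compounds plus 3 SD, computed separately for each screening campaign, cut at about 15% in these data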
proCasp3 act: activators of human procaspase-3 D3A mutant, primary screen, biochemical, absorbance, PC-3 D3A mutant, single concentration; Caspase-3 (Homo sapiens), P42574; recombinant procaspase-3 D3A, Ac-DEVD-pNA absorbance 405 nm; activation, % at 8.5 µM; actives 0.11% (n = 330,000);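 active means activation above the mean of all tested compounds plus 3 SD, cut at about 21% in these data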;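 further: 0% = DMSO alone and 100% = DMSO wells spiked with extra 5 µM PC-3 D3A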
Target sequence (P42574 whole entry D9A/D28A/D175A): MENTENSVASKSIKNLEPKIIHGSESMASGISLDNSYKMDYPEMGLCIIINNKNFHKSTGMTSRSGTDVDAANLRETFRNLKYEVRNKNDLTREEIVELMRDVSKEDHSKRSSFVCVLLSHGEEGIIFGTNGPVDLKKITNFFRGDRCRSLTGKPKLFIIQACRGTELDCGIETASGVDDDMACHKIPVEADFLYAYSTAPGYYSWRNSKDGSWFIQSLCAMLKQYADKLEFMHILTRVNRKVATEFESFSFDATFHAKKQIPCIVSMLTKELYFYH
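Compound: 8.5 µM single point, 0.8% DMSO / Material: Autoprocessing-dead procaspase-3 D3A mutant enzyme / Timing: 1 h preincubation plus 2 h reaction at 25 °C / Medium: Zinc-free HEPES/NaCl buffer with 0.01% Triton X-100 at pH 7.4 / Technique: 405 nm absorbance of p-nitroaniline, reads at 0 and 120 min / Repeats: one well per compound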
proCasp7 act: procaspase-7 activators, primary screen, counter-screen for procaspase-3 activator project, biochemical, absorbance, HTS, human. AID 463210, 2010. activation, % at 8.5 µM. actives 0.093% (n = 330,000). recombinant procaspase-7, Ac-DEVD-pNA absorbance 405 nm; D23A/D198A/D206A triple mutant, cannot self-cleave; scale: DMSO 0, 5 µM enzyme 100;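 active means percent activation above the screen-wide mean plus 3 SD, cut at about 25% in these data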
Target sequence (P55210 whole entry D23A/D198A/D206A): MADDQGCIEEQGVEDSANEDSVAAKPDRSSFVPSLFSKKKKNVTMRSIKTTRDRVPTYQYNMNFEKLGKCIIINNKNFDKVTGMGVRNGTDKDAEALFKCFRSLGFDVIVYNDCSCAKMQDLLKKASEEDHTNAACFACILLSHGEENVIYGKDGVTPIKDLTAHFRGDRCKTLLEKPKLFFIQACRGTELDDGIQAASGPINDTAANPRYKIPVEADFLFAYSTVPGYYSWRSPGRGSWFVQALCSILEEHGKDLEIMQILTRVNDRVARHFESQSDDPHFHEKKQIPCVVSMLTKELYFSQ
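Assay system: Uncleavable procaspase-7 mutant enzyme | Input: 2 µM procaspase-7 mutant as dispensed | Timing: 1 h compound preincubation, 2 h substrate cleavage, 25 °C | Repeats: One well per compound | Control set: DMSO wells as 0%, DMSO with 5 µM added PC-7 as 100% | Technique: Epi-absorbance of released pNA at 405 nm, two timepoints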
Fh CTSL1 inh: Fasciola hepatica cathepsin L1 inhibitors, primary screen, counter-screen for PFM18AAP inhibitor project, biochemical, QFRET, fluorogenic peptide substrate; actives 0.49% (n = 300,000); recombinant F. hepatica cathepsin L1, Z-Leu-Arg-MCA fluorescence; AID 1906, 2009; inhibition, % at 5.96 µM;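 active means inhibition above the mean of all tested compounds plus 3 SD, set per screening campaign, cut at about 17% in these data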;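 further: 0% = plate median of test compound wells and 100% = 1 µM Z-Phe-Ala-diazomethylketone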
JMJD2C inh: inhibitors of GASC-1 histone demethylase, primary screen, biochemical, fluorescence, DELFIA europium. actives 0.069% (n = 330,000). AID 2099, 2009. GST-JMJD2C(1-420) H3K9me3 demethylation. Lysine-specific demethylase 4C (Homo sapiens), Q9H3R0. inhibition, % at 2.35 µM;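 active means more than half of a compound's replicate wells show inhibition beyond 50%, single wells judged on their own value; inconclusive means some, but no more than half, of replicates pass 50% inhibition; inactive means no replicate passes 50% inhibition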;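 further: signal counts dimethyl H3K9 product captured on neutravidin plate; 0% = median of DMSO wells and 100% = 0.3 times that DMSO median; strong numbers were not always called active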
Target sequence (Q9H3R0 1-420 limits assumed): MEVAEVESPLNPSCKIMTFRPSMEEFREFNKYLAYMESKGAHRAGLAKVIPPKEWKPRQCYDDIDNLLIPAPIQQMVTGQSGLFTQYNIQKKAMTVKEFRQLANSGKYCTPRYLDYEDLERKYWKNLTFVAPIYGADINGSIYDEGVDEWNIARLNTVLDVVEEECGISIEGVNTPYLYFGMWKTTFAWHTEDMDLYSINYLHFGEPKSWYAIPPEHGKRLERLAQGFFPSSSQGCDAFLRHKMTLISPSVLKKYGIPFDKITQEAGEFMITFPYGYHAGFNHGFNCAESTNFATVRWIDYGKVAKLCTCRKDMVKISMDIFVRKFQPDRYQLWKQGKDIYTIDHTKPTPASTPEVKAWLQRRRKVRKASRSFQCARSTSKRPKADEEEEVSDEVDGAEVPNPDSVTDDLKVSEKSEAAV
core dimer inh: inhibitors of HCV core protein dimerization, primary screen, biochemical, TR-FRET, high-throughput; actives 0.33% (n = 300,000); inhibition, % at 5 µM; TR-FRET GST/Flag-core106 dimerization, 1536-well;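 active means inhibition above the mean of all tested compounds plus 3 SD, set per screening campaign, cut at about 45% in these data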
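System – GST-tagged and Flag-tagged HCV core protein residues 1-106 · Repeats – one well for each compound · Technique – TR-FRET 671 and 617 nm emission · Doses – one concentration, 5 µM, in 0.5% DMSO · Times – 4 h, 22.5 °C incubation · Also added – Eu donor and XL665 acceptor anti-tag antibodies · Measure – percent inhibition of core106 dimerization signal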
Active calls of the source: *; u = inconclusive; x = no result given.

SMILES	VLA-4 inh	PP5 inh	GRK2 aptamer HTS	PP1 inh	proCasp3 act	proCasp7 act	Fh CTSL1 inh	JMJD2C inh	core dimer inh
CNC(=S)/N=C/NOCc1c(Cl)cccc1Cl	5	2.8	4	1	5	2	0	-20	2
Cc1cc(NC(c2ccc(Cl)cc2)c2ccc3cccnc3c2O)no1 (stereo not given)	11	5.2	3	22*	-2	-1	2	4	4
COc1ccc(C(=O)CN(CCC(=O)O)S(=O)(=O)c2ccc([N+](=O)[O-])cc2)cc1	-2	2.1	2	4	-3	-2	-1	-1	-5
Cn1ncc(Br)c1C(=O)Nc1ccc(Cl)cn1	-2	-2.3	2	-2	10	-2	-3	1	0
Cc1ccc(NC(=O)C2Cc3ccccc3CN2C(=O)c2ccccc2)cc1Cl (stereo not given)	-2	1.8	0	2	6	8	0	2	6
O=C(COc1ccc(Br)cc1)N1CCc2ccccc21	-1	2.0	0	-3	2	-5	5	-1	2
O=C(CCSc1ccccc1)NC(=O)COC(=O)c1ccc(OC(F)F)cc1	9	1.4	0	2	-1	-2	-11	-5	-12
COc1cccc(-c2nnc(SCc3ccccn3)n2C)c1	-5	-5.0	0	3	-6	-17	3	6	3
CC(=O)c1ccc(N2CCN(c3ncccn3)CC2)cc1	14	3.1	4	2	6	-9	3	0	-7
COc1ccc(Cl)cc1NC(=S)N1CCN(C(=O)C2CCCO2)CC1 (stereo not given)	10	-0.5	0	-5	-3	-12	1	4	0
Cc1nc(N2CCN(S(=O)(=O)c3cccc4nonc34)CC2)c2c3c(sc2n1)CCCC3	-3	1.8	0	-1	-2	-1	-1	u	1
Cc1cccc(N2C(N)=NC(N)=NC23CCCCC3)c1	7	-1.5	0	-3	-10	6	1	0	-5
CN(C)c1ccc(C2=NOC(CN3C(=O)c4ccccc4S3(=O)=O)C2)cc1 (stereo not given)	10	3.5	1	2	-5	-6	2	18	-1
COc1ccc(C(=O)OC(C)C(=O)NCC2CCCCC2)cc1S(=O)(=O)N1CCOCC1 (stereo not given)	13	1.6	0	-2	-4	-9	x	8	x
O=C(/C=C/c1ccccc1)N1CCC(N2CCC(C(=O)N3CCOCC3)CC2)CC1	-6	-3.6	1	-3	-5	0	4	-5	-1
COc1ccc(/C=C/C(=O)Oc2ccc(C=O)cc2OC)cc1	4	1.3	0	-2	-15	-3	-2	3	5
CC[C@@H](C)C(NC(=O)OC(C)(C)C)c1cn([C@@H](Cc2cc3ccccc3[nH]2)C(=O)N2CCN(C(=O)OC(C)(C)C)CC2)nn1 (stereo not given in full)	22	5.1	0	4	2	-3	4	-16	15
N#Cc1cnn(-c2ncnc3sc(-c4ccccc4)cc23)c1N	-10	0.1	4	-4	3	2	-2	-4	5
COc1ccc(-c2cc(C(=O)N3CCN(c4cccc(C)c4C)CC3)c3ccccc3n2)cc1OC	-8	0.8	2	2	5	5	3	-1	18
CSc1cc(-c2ccc(Cl)cc2)c(C(=O)NN)s1	-15	5.3	0	3	1	3	2	0	-1
COc1ccc(OC)c(S(=O)(=O)N2CCC(C(=O)NC3CCCC3)CC2)c1	-7	0.1	0	5	-6	1	0	-4	6
O=C(c1cccs1)N1CCN(Cc2ccccn2)CC1	2	0.8	0	2	1	7	0	10	1
O=C1CC[C@@H](O)CCN1CC[C@H](Sc1ccccc1)c1ccccc1	-8	1.1	0	-4	5	-2	5	-12	-5
CSCC[C@H](NC(=O)c1cc2c([nH]c3ccccc32)c(-c2ccccc2)n1)C(=O)O	10	0.4	11	5	-1	0	0	3	7
O=C(CSCc1ccc(Br)cc1)Nc1ccccc1C(=O)N1CCOCC1	1	-1.0	0	-2	8	8	1	-2	-2
COc1cccc(N/C(SC)=C(/C#N)C(N)=O)c1	-3	-0.1	2	-5	-2	4	5	7	-4
COc1ccc(C(=O)Nc2ccccc2N2CCCC2)cc1S(=O)(=O)N1CCOCC1	-1	2.0	1	-4	3	-1	2	86	-3
O=C(NCc1ccco1)c1nn(-c2ccccc2)c(=O)c2ccccc12	9	-0.5	0	1	-1	4	1	3	-2
O=C(COc1coc(CN2CCN(c3ccccc3)CC2)cc1=O)NC1CCCCC1	6	-0.1	2	-1	-3	3	-1	-19	1
O=C(c1ccco1)N1N=C2CCCCCC2C1(O)C(F)(F)F (stereo not given)	5	3.8	2	-6	0	-1	1	-14	1
CCc1nnc(NC(=O)CN2C(=O)NC3(CCCC3)C2=O)s1	4	0.9	1	-4	3	9	x	9	x
COc1cc(C(=S)N2CCCC2)ccc1OCc1ccccc1	14	2.3	0	2	-5	15	-3	-3	8
CCOC(=O)Cc1csc(NC(=O)C(NC(=O)C2CCC(C)CC2)C(C)C)n1 (stereo not given)	4	0.7	0	0	1	-10	5	9	6
Cc1cccc(OC(C)c2ccnc3nc(/N=C/N(C)C)nn23)c1 (stereo not given)	11	-0.9	1	-1	-5	7	4	-22	-1
Cc1ccc(C)n1-c1ccc(C(=O)NN)cc1	6	4.9	5	-3	-6	5	-3	1	-4
C=CCOc1cccc(C2c3c(oc4ccc(F)cc4c3=O)C(=O)N2CCCN2CCOCC2)c1 (stereo not given)	-11	-1.8	1	2	-6	-14	3	-1	-2
COc1cc(CCCN2C(=O)C(=O)NC[C@@H]2c2ccccc2)cc(OC)c1OC	52*	3.5	3	0	1	4	-5	2	1
Cc1cc(C)cc(OCC(=O)NNC(=O)CCN2C(=O)c3ccccc3C2=O)c1	6	1.0	0	0	-4	-6	-9	-3	7
CN(C)c1ccc(NC(=O)Cn2cc3c(n2)CCCC3)cc1	-6	-1.4	15	-4	-1	5	-1	-7	-11
COc1ccc(CCNC(=O)CN2C(=O)CSc3ccc(S(=O)(=O)N4CCOCC4)cc32)cc1OC	-2	1.2	1	0	-4	-1	5	-6	-6
COc1ccc(C(=O)CNC2=NCCC2)cc1	-2	0.3	0	-5	-9	3	1	-9	-4
CCCCOc1ccc(N2CC(C(=O)NCCc3ccc(OC)c(OC)c3)CC2=O)cc1 (stereo not given)	16	1.0	0	-4	-2	2	1	17	3
COc1ccc(-n2ncc3c2CC(C)(C)CC3NC(=O)C2=CC(=O)CC(C)(C)O2)cc1 (stereo not given)	-102	3.8	9	-2	11	-12	2	-6	-2
C/C(=N\NC(=O)OC(C)(C)C)c1ccc(-n2ccnc2)cc1	9	1.7	2	-2	4	-4	-3	-10	2
COc1cc(NS(=O)(=O)c2ccc(N/C=C(\C=O)c3nc4cc(Cl)ccc4o3)cc2)nc(OC)n1	-38	2.3	0	7	-2	-1	2	5	16

Molecules shown so far that have an aryl thioether with sulfur outside any ring, in the order listed:
SMILES	VLA-4 inh	PP5 inh	GRK2 aptamer HTS	PP1 inh	proCasp3 act	proCasp7 act	Fh CTSL1 inh	JMJD2C inh	core dimer inh
O=C(CCSc1ccccc1)NC(=O)COC(=O)c1ccc(OC(F)F)cc1	9	1.4	0	2	-1	-2	-11	-5	-12
COc1cccc(-c2nnc(SCc3ccccn3)n2C)c1	-5	-5.0	0	3	-6	-17	3	6	3
CSc1cc(-c2ccc(Cl)cc2)c(C(=O)NN)s1	-15	5.3	0	3	1	3	2	0	-1
O=C1CC[C@@H](O)CCN1CC[C@H](Sc1ccccc1)c1ccccc1	-8	1.1	0	-4	5	-2	5	-12	-5

Entries of single compounds, looked up by structure. Order of values: VLA-4 inh, PP5 inh, GRK2 aptamer HTS, PP1 inh, proCasp3 act, proCasp7 act, Fh CTSL1 inh, JMJD2C inh, core dimer inh
Cc1cc(C)cc(OCC(=O)NNC(=O)CCN2C(=O)c3ccccc3C2=O)c1 as listed: 6, 1.0, 0, 0, -4, -6, -9, -3, 7
Cc1cccc(OC(C)c2ccnc3nc(/N=C/N(C)C)nn23)c1 (stereo not given) as listed: 11, -0.9, 1, -1, -5, 7, 4, -22, -1

(list continues)
SMILES	VLA-4 inh	PP5 inh	GRK2 aptamer HTS	PP1 inh	proCasp3 act	proCasp7 act	Fh CTSL1 inh	JMJD2C inh	core dimer inh
CC(=O)Nc1ccc(C(=O)OCC(=O)NCc2ccc3c(c2)OCO3)cc1	9	x	0	x	3	-2	x	3	x
N/C(=N\OC(=O)c1ccccc1Cl)c1ccccc1	10	-1.2	2	-1	7	1	-2	2	-2
C=CCN1C(=O)C(Cc2ccc(F)cc2)S/C1=N/N=C/c1ccco1 (stereo not given)	-13	3.2	0	0	3	0	8	7	3
COc1ccc(N/C=C/C(=O)c2ccc(Cl)cc2)cc1	9	0.6	1	-2	-14	-22	-1	-9	-2
COc1cccc(OCCOCC(O)CN2CCN(Cc3ccc(Cl)cc3)CC2)c1 (stereo not given)	10	-4.6	0	8	-6	5	1	-8	-4
O=C1C2CCCCN2C(=O)N1CCCN1CCN(c2ccc(F)cc2)CC1 (stereo not given)	12	-1.3	x	-1	-1	-3	-1	-4	0
CN(C)c1ccc(-c2ccc([C@H]3[C@@H]4C=CCC[C@@]4(C)C(=O)N3Cc3ccccc3)c(F)c2)cc1	3	4.6	0	9	2	11	1	0	11
